MLL CXXC-DNA inh = qHTS Fluorescence Polarization Assay for Inhibitors of MLL CXXC domain - DNA interaction; Histone-lysine N-methyltransferase 2A (Homo sapiens), Q03164; MLL-CXXC / FITC-HOXA9 DNA fluorescence polarization; Potency, µM (titrated, usually from 115 µM), without a hit: top-dose activity change, negative = inhibition, hits mostly inhibitors; 290,000 compounds, 0.037% hits; AID 2662, 2010
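Steps: dispense CXXC domain solution (7 uM) → pin compounds or unlabeled HOX-A9 DNA control → 5 min ambient → add FLSN-HOX-A9 solution (50 nM) → spin → 30 min ambient → fluorescence polarization. Tris pH 7.5/NaCl/DTT/BSA buffer.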
Menin MLL FP TR = qHTS Assay for Inhibitors Targeting the Menin-MLL Interaction in MLL Related Leukemias: Competition With Texas Red Labeled MLL-derived Mutant Peptide. Potency, µM (series often up to 61.6 µM), without a hit: at the top dose FP activity change, negative = inhibition, hits mostly inhibitors. AID 1768, 2009. O00255. Menin + Texas Red MLL mutant peptide, fluorescence polarization. 270,000 compounds, 0.23% hits; further: % of control where 0% means no effect; many of its hits are not listed in these tables
An asterisk follows results filed as active; ? = inconclusive; / = no result given. The call rests on the fitted dose curve; in most records, active means well fitted inhibition curve with a large enough effect in the polarisation, with a control signal flat (not every such curve was filed as active); inconclusive means small, poorly fitted or top-dose-only effect, or effect the other way, or a change in a side signal; inactive means no such curve, though single readings can be large or run the other way; the % refers to the polarisation. Potency means the concentration at half of the fitted maximal effect. The list is partial (hit frequency here may not be typical).

SMILES | MLL CXXC-DNA inh | Menin MLL FP TR
CC(=O)C1=C(O)C2C3c4c[nH]c5cccc(c45)CC3C(C)(C)N2C1=O (configuration not stated) | / | 7%
CCCCCCCCCCCCOCCOCCOCCOCCOCCOCCOCCOCCOCCO | 3% | ?

Screens as filed in PubChem.
